Source: PubChem BioAssay
MmCpn inh = inhibitors of Methanococcus maripaludis chaperonin (MmCpn) | AID 504842 | 330,000 compounds, 0.031% hits | purified Mm-Cpn ATPase, ADP Transcreener TR-FRET | Potency, µM (highest dose often 76.9 µM), for inactives: at the top dose activity, negative = inhibition, usual class: inhibitors; active means well fitted inhibition curve with a large enough effect; inconclusive means small, poorly fitted or top-dose-only effect; further: nearly all actives have a fitted effect of over 80% in size
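Reaction buffer contained 30 mM Tris pH 7.4, 100 mM KCl, 5 mM MgCl2 and 1 mM DTT. Mm-CPN (25 nM final) hydrolysed 10 uM ATP over 30 min at 37°C; ADP was read by HTRF.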
The depositor's hits bear a star; [ ] = another dose, or the depositor's remark. On the % scale 0 is the no-effect control and ±100 the full control effect; potency means the concentration at half of the fitted maximal effect.

O=C(Cn1c(N2CCN(C/C=C/c3ccccc3)CC2)nc2ccccc21)c1ccccc1 was read as MmCpn inh 3%.
For Cc1ccc(N=Nc2c(N)[nH]n3c(=O)c4c(nc23)CCCC4)cc1 the results were MmCpn inh -1%.
Cc1ccc2nc(SCc3cn4c(C)cc(C)nc4n3)[nH]c2c1 was read as MmCpn inh 1%.
For CCc1ccc(N2C(=O)CC(c3ccc(F)cc3)C3=C2COC3=O)cc1 (stereo unspecified) the results were MmCpn inh 0%.
`CCCCn1c(SCc2cc(=O)[nH]c3ccccc23)nc2c1c(=O)n(C)c(=O)n2C` gave MmCpn inh 1%.
For CCOC(=O)c1ccc(NC(=O)c2nc[nH]c2C(=O)N2CCN(C(=O)OC(C)(C)C)CC2)cc1 the results were MmCpn inh 0%.
Cc1ccn2c(C(=O)N/N=C/c3ccc(CNC(=O)C(=O)Nc4ccc(C)c(C)c4)o3)c(C)nc2c1 was read as MmCpn inh 1%.
For CC(C)Cn1c(-c2ccco2)nc2c(c(=O)c3ccccc3n2C)c1=O the results were MmCpn inh -3%.
For CCCCC(=O)Nc1ccccc1C(C)C the results were MmCpn inh 1%.
C/C(CC(=O)Nc1ccccn1)=N\NC(=O)c1ccncc1 was read as MmCpn inh -2%.
For CCOC(=O)N1CCN(c2nc(N(c3ccccc3)c3ccccc3)nc(-n3ccnc3)n2)CC1 the results were MmCpn inh 1%.
For CN(C)/C=C(\C=N\OCc1ccc(Cl)cc1Cl)C(=O)Nc1ccc(Cl)c(Cl)c1 the results were MmCpn inh -5%.
`CCOc1cc(N2CCOCC2)c(OCC)cc1NC(=O)c1ccc(=O)n(Cc2ccccc2)n1` gave MmCpn inh 1%.
For O=C(CSc1nc(C2CC2)nc2ccccc12)N1CCc2ccccc2C1 the results were MmCpn inh -1%.
`CC(=O)NCC1=C(NC(C)=O)C2CC1C(C)(C)C2C` (stereo unspecified) gave MmCpn inh 2%.
For Cc1cc(N2C(=O)C(O)=C(C(=O)c3ccco3)C2c2cccnc2)no1 (stereo unspecified) the results were MmCpn inh -3%.
Screening O=C(N/N=C(\c1ccccc1)c1cccnc1)c1cc(O)ccc1O returned MmCpn inh -5%.
Screening Cc1ccc(NC(=O)COC(=O)c2ccc3c(c2)NC(=O)C2CCCN32)cc1C (stereo unspecified) returned MmCpn inh -20%.
Screening O=c1oc2c(Cl)cc(Cl)cc2cc1-c1nnc(Nc2ccccc2F)s1 returned MmCpn inh 0%.
Cc1cc(C)c2nc3s/c(=C/c4ccccc4)c(=O)n3c2c1 was read as MmCpn inh 0%.
For O=C1CC(=O)c2c1cccc2[N+](=O)[O-] the results were MmCpn inh -1%.
COc1cccc(/C=C/C(=O)OCC(=O)Nc2ccc(Cl)cn2)c1 was read as MmCpn inh 0%.
For O=C(CNCC1CCCCC1)Nc1ccc(N2CCCCC2)cc1 the results were MmCpn inh 2%.
COC(=O)c1ccc(OC(=O)c2ccccc2F)cc1 was read as MmCpn inh -1%.
`O=C1c2ccccc2C(=O)C1(O)O` gave MmCpn inh -6%.
`COc1ccccc1NC(=O)CCN1CCN(CCC(=O)Nc2ccccc2OC)CC1` gave MmCpn inh 2%.
For CCCC(=O)Nc1cc(-c2nnc(OC)c3ccccc23)ccc1N1CCCCC1 the results were MmCpn inh 1%.
For Cc1ccc2c(C(=O)CN3CCC(C(N)=O)CC3)c(C)[nH]c2c1 the results were MmCpn inh 0%.
For COCCn1c(SCc2cc(=O)n3cc(C)ccc3n2)nc2ccccc2c1=O the results were MmCpn inh 1%.
For COc1ccc(OC)c2sc(N(CCCN(C)C)C(=O)c3ccc(S(=O)(=O)N4CCc5ccccc5C4)cc3)nc12 the results were MmCpn inh -2%.
Screening CCN1CCN(C(=O)c2cc3c(=O)n4ccccc4nc3n2Cc2ccccc2)CC1 returned MmCpn inh -2%.
NC[C@@]12CCCC1C1CCC2C1 (stereo partly specified) was read as MmCpn inh -3%.
Cc1cc(C)n(C(=O)c2sc3cc(F)ccc3c2Cl)n1 was read as MmCpn inh -2%.
Screening NNC(=O)c1nn(-c2ccccc2)cc1O returned MmCpn inh 0%.
CCCCCCN(C(=O)CCCCCN1C(=O)NC(c2ccc(-c3ccccc3)cc2)C(C(=O)OCc2ccccc2)=C1C)C(C)C(=O)NCCCC (stereo unspecified) was read as MmCpn inh 0%.
Screening O=C(CN1C(=O)S/C(=C\c2ccc(-c3cc(C(=O)O)ccc3Cl)o2)C1=O)Nc1ccc2c(c1)OCO2 returned MmCpn inh -1%.
`CCOc1ccccc1NC(=O)Cn1[nH]c(=O)c2ccccc2c1=O` gave MmCpn inh 2%.
Screening O=C(c1ccc(N2CCCCCC2)c([N+](=O)[O-])c1)N1CCc2ccccc21 returned MmCpn inh -12%.
For Cc1ccccc1C(C(=O)NC1CCCC1)N(C(=O)CNC(=O)c1ccco1)c1cccnc1 (stereo unspecified) the results were MmCpn inh 1%.
For Cc1c(-c2ccccc2)oc2nc3c(c(=O)n(C)c(=O)n3C)n12 the results were MmCpn inh 1%.
Screening COC(=O)C1=C(C)NC2=C(C(=O)CCC2)C1c1ccsc1 (stereo unspecified) returned MmCpn inh 0%.
O=C(Cc1nc2ccccc2s1)c1ccc(O)cc1O was read as MmCpn inh 0%.
For O=C(c1ccco1)[C@@H]1[C@@H]2C(=O)N(c3ccc(F)cc3)C(=O)[C@@H]2C2c3ccccc3C=CN21 (stereo partly specified) the results were MmCpn inh 0%.
CC(C)CNC(=O)NC(=O)COC(=O)c1cc([N+](=O)[O-])ccc1NCc1ccccc1Cl was read as MmCpn inh -1%.
Screening Cc1csc(NC(=O)c2ccc(C)c(S(=O)(=O)N3CCOCC3)c2)n1 returned MmCpn inh 0%.
`Cc1ccc(C2C(C#N)=C(N)SC(N)=C2C#N)o1` gave MmCpn inh -10%.
`Clc1cccc(-c2nn3c(COc4ccccc4)nnc3s2)c1` gave MmCpn inh 0%.
COc1ccc(OCc2cc(C(=O)O)c(C)o2)cc1 was read as MmCpn inh -1%.
`CN1CCN(c2ccc(-c3cc(O)c4ncccc4c3)cc2)CC1` gave MmCpn inh 1%.
For COc1ccc(C)cc1Nc1n[n+](C)c(-c2ccc(C(=O)O)cc2)s1 the results were MmCpn inh -1%.
Screening O=c1c2c3c(sc2nc(N2CCNCC2)n1-c1cccc(Cl)c1)CCCCC3 returned MmCpn inh 1%.
Screening COc1ccccc1OCC(=O)N/N=C/c1c(O)ccc2ccccc12 returned MmCpn inh 4%.
`Cc1ccc(COC(=O)c2cc([N+](=O)[O-])ccc2N2CCOCC2)cc1` gave MmCpn inh 0%.
CSc1nnc2c(n1)OC(C1CC=C(C)CC1)Nc1ccccc1-2 (stereo unspecified) was read as MmCpn inh 3%.
Screening COc1ccc(/C=C2\C(=O)ON=C2c2cccc([N+](=O)[O-])c2)cc1 returned MmCpn inh 2%.
Screening CCOC(=O)c1[nH]c2ccc(Br)cc2c1NC(=O)CCN1CCCCC1 returned MmCpn inh -4%.
Cc1cccn2c(=O)c3cc(C(=O)NCCN4CCOCC4)n(Cc4ccccc4)c3nc12 was read as MmCpn inh -1%.
For O=C(c1cccs1)N(CCO)Cc1cc2cc3c(cc2[nH]c1=O)OCCO3 the results were MmCpn inh inconclusive.
Screening CCc1nc(N=C(N)N)nc2ccccc12 returned MmCpn inh -1%.
Screening COc1cc2nc(Cl)nc(N3CCN(C)CC3)c2cc1OC returned MmCpn inh 1%.
`C[C@H]1CC[C@H]2C(=O)N3[C@H](c4cccc(N5CCCC5=O)c4)[C@@H](C)CC[C@H]3C(=O)N2[C@@H]1c1cccc(N2CCCC2=O)c1` gave MmCpn inh 1%.
For CC(NC(=O)Cc1ccccc1[N+](=O)[O-])c1ccccc1 (stereo unspecified) the results were MmCpn inh -5%.
Screening CCOC(=O)c1sc(Nc2nc3c(OC)cccc3s2)nc1C returned MmCpn inh -1%.
O=C1Nc2ccc(C(F)(F)F)cc2N2CCCC12 (stereo unspecified) was read as MmCpn inh -3%.
For O=C(Nc1ccc2ccccc2c1)C(=O)C1C(=O)Nc2ccccc21 (stereo unspecified) the results were MmCpn inh -1%.
Screening Cc1ccc(C)n1-c1ccc(C(=O)O)cc1 returned MmCpn inh 1%.
Screening CCOC(=O)c1c(C)[nH]c(C2=NNC(=Nc3cccc(Cl)c3)SC2)c1C returned MmCpn inh -4%.
CN(Cc1ccco1)c1ncnc2ccc(-c3cccnc3)cc12 was read as MmCpn inh -2%.
Screening O=C(O)c1ccccc1-c1noc(-c2ccccc2F)n1 returned MmCpn inh 3%.
For CCCCC[C@]12Cc3ccccc3C(O1)c1c(cc(C)oc1=O)O2 the results were MmCpn inh -6%[15.4 µM].
`CCOC(=O)N1CCC(NC(=O)Cn2c3ccccc3c3cn[nH]c(=O)c32)CC1` gave MmCpn inh 3%.
CC(=O)C1=C(C)NC(SCC(=O)c2ccc(C)cc2)=C(C#N)C1c1ccco1 (stereo unspecified) was read as MmCpn inh -10%.
For CC(C)[C@@]1(c2ccccc2)ON(c2ccccc2C(F)(F)F)C1=O the results were MmCpn inh -4%.
COc1ccc([C@]23Cc4cc(OC)c(OC)cc4C(O2)C2=C(CC4(CCCCC4)OC2=O)O3)cc1 was read as MmCpn inh 0%[15.4 µM].
For C/C(=C\c1ccco1)C1Nc2cccc3cccc(c23)N1 the results were MmCpn inh -3%.
O=C(COc1ccc(Cl)cc1Cl)NC(=S)Nc1ccccc1C(=O)O was read as MmCpn inh 3%.
Cc1ccc(S(=O)(=O)N2CCCCC2)cc1C(=O)Nc1ncn[nH]1 was read as MmCpn inh 1%.
Screening Cc1ccc(NC(=O)COC(=O)CC2CCCC2)cc1Cl returned MmCpn inh 2%.
Screening COc1ccc(NC(=O)CN2CCC3(O)CCCCC3C2c2ccccc2OC)cc1 (stereo unspecified) returned MmCpn inh 0%.
`Cc1cc2c(s1)c1c(C)nn(Cc3ccc(F)cc3)c(=O)c1n2C` gave MmCpn inh -2%.
Screening CCOc1ccc(NC(=O)c2oc3ccccc3c2NC(=O)CC)cc1 returned MmCpn inh -1%.
COc1cccc2c1C(=O)O/C2=C/c1ccc2c(c1)OCO2 was read as MmCpn inh -2%.
`CCc1nc(SCC(=O)Nc2sc(C)c(C)c2C(=O)OC)c2ccccc2n1` gave MmCpn inh -3%.
For CCCCNC(=O)Oc1cc(CCl)on1 the results were MmCpn inh 0%.

Quoted from the results shown, 13 compounds:
For CCOC(=O)N1CCN(c2nc(N(c3ccccc3)c3ccccc3)nc(-n3ccnc3)n2)CC1 the results were MmCpn inh 1%.
For CN(C)/C=C(\C=N\OCc1ccc(Cl)cc1Cl)C(=O)Nc1ccc(Cl)c(Cl)c1 the results were MmCpn inh -5%.
`CCOc1cc(N2CCOCC2)c(OCC)cc1NC(=O)c1ccc(=O)n(Cc2ccccc2)n1` gave MmCpn inh 1%.
For O=C(CSc1nc(C2CC2)nc2ccccc12)N1CCc2ccccc2C1 the results were MmCpn inh -1%.
`CC(=O)NCC1=C(NC(C)=O)C2CC1C(C)(C)C2C` (stereo unspecified) gave MmCpn inh 2%.
For Cc1cc(N2C(=O)C(O)=C(C(=O)c3ccco3)C2c2cccnc2)no1 (stereo unspecified) the results were MmCpn inh -3%.
Screening O=C(N/N=C(\c1ccccc1)c1cccnc1)c1cc(O)ccc1O returned MmCpn inh -5%.
Screening Cc1ccc(NC(=O)COC(=O)c2ccc3c(c2)NC(=O)C2CCCN32)cc1C (stereo unspecified) returned MmCpn inh -20%.
Screening O=c1oc2c(Cl)cc(Cl)cc2cc1-c1nnc(Nc2ccccc2F)s1 returned MmCpn inh 0%.
Cc1cc(C)c2nc3s/c(=C/c4ccccc4)c(=O)n3c2c1 was read as MmCpn inh 0%.
For O=C1CC(=O)c2c1cccc2[N+](=O)[O-] the results were MmCpn inh -1%.
COc1cccc(/C=C/C(=O)OCC(=O)Nc2ccc(Cl)cn2)c1 was read as MmCpn inh 0%.
For O=C(CNCC1CCCCC1)Nc1ccc(N2CCCCC2)cc1 the results were MmCpn inh 2%.

(listing goes on)
For Cc1ccc(C2C(C(=O)c3sc(C)nc3C)=C(O)C(=O)N2CCCN(C)C)o1 (stereo unspecified) the results were MmCpn inh 2%.
Screening O=C(Oc1ccc2cc(Br)ccc2c1)N1CCCCCC1 returned MmCpn inh -7%.
For Cc1cc2oc(=O)cc(CN3CCN(C/C=C/c4ccccc4)CC3)c2cc1O the results were MmCpn inh 1%.
Cc1cc(=O)n2c3c(sc2n1)C(=O)N(Cc1ccccc1)C3=O was read as MmCpn inh -3%.
`O=C(/C=C/c1ccc2c(c1)OCO2)Nc1nc(-c2ccc(F)cc2F)cs1` gave MmCpn inh -2%.
CC(C)(C)NCCCOc1ccc(Cl)cc1C(C)(C)C was read as MmCpn inh 0%.
`COc1ccc(N(CC(=O)N/N=C/c2cc3ccc(OC)cc3nc2Cl)S(=O)(=O)c2ccccc2)cc1` gave MmCpn inh -8%.
For Cc1ccc(-n2ncc3c2ncn2c(-c4ccncc4)nnc32)cc1 the results were MmCpn inh -23%.
Screening O=[N+]([O-])c1ccc(C2Oc3ccccc3C3CC(c4ccccc4)=NN32)s1 (stereo unspecified) returned MmCpn inh 1%.
`O=C(O)CNC1=NCCC1` gave MmCpn inh 2%.
Screening CCOC(=O)c1sc(NC(=O)c2cncc(Br)c2)nc1C returned MmCpn inh -1%.
O=C(NCCO)Nc1ccc2nc(-c3ccco3)c(-c3ccco3)nc2c1 was read as MmCpn inh inconclusive.
`CC(=O)N1c2ccc3ccccc3c2C2C=CCC2C1c1ccc(Br)cc1` (stereo unspecified) gave MmCpn inh inconclusive.
Screening CCN(c1ccccc1)S(=O)(=O)c1ccc(Cl)c(NC(=O)COC(=O)c2cc(O)c3ccccc3c2O)c1 returned MmCpn inh -1%.
For COc1cccc(N/C(N)=N/c2nc(CSc3ccccn3)cc(=O)[nH]2)c1 the results were MmCpn inh -1%.

Not all compounds are listed; rates above refer to the full screens.
